Screening results from PubChem.
LDHA block: inhibitors of human lactate dehydrogenase A | P00338 | purified LDHA, NADH/diaphorase-resazurin fluorescence; active compounds read low | activity change, % (values are at about 110 or 230 µM) | 0.15% of 480,000 active | AID 1347041; in the data active = activity change below about -30%; inconclusive = mostly about -25% to -30%;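 note: plate controls were DMSO wells for no effect and wells without enzyme for full effect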
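Resorufin fluorescence (ex540/em590), read at 0 and 20 min after diaphorase/resazurin addition, reports the NADH left after a 5 min room-temperature reaction of 2 nM human LDH5 with 0.06 mM NADH and 0.2 mM pyruvate.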
GRP78 ERSR act: ER stress response induction in glioma. Potency, µM, for inactives: at the top dose activation, actives largely listed as activators. U87-MG GRP78 promoter luciferase reporter, 16 h. 0.02% of 420,000 active. AID 602332; note: potency is the fitted concentration of half-maximal effect; series mostly up to about 76 µM; % of control where 0% means no effect; nearly all actives have a fitted effect of over 35% in size
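ERSR induction read as luciferase luminescence (Bright-Glo, 10 min at room temperature) in stably transfected human U87-MG glioma cells exposed to compounds for 16 h, using GRP78 as sensor.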
Vif-APOBEC3G blk: Vif-A3G binding inhibition; HeLa A3G-eYFP + Vif (tagged APOBEC3G with the HIV-1 protein that degrades it), YFP fluorescence, overnight; Potency, µM (titrated, usually from 46.1 µM), for inactives: at the top dose activity, negative = active, hits mostly inhibitors; 0.076% of 410,000 active; AID 602310;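 note: potency is the fitted concentration of half-maximal effect; % is set by controls: 0 for no effect and ±100 for the full control effect; nearly all actives have a fitted effect of over 60% in size; hits raise eYFP signal because A3G escapes Vif-driven loss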
Target sequence (Q9HC16 whole entry, looked up): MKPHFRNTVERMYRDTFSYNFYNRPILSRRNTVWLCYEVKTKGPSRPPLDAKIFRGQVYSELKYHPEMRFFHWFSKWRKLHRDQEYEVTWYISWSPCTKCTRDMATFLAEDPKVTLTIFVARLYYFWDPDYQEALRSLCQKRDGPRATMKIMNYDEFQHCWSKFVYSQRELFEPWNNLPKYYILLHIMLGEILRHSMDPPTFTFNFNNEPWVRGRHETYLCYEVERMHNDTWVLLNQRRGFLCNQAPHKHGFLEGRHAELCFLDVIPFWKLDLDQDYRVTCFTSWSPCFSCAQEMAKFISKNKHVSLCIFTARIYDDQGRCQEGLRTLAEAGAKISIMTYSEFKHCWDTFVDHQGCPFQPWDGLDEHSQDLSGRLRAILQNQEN
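HeLa cells stably expressing Vif and C-terminally eYFP-tagged A3G, seeded overnight at 37 deg C, then exposed to compound by pintool overnight at 37 deg C. Rise in yellow fluorescence (Ex 488/Em 500-530, Acumen) marks blocked Vif-driven A3G degradation.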
Starred values were filed as active, the others as inactive; ? = inconclusive; & = joins results of further samples. Unless noted, calls come from the whole dose curve; as a rule, active = well fitted curve in the direction sought with a large enough effect; inconclusive = small, poorly fitted or top-dose-only effect, or another doubt; inactive = no such curve, though single readings can be large; an effect the other way counts as inactive or inconclusive.

SMILES | LDHA block | GRP78 ERSR act | Vif-APOBEC3G blk
O/N=C(/CBr)c1ccc2ccccc2c1 | 0 | -1% | 1%
Cc1ccc(CSc2nnc(-c3ccccn3)n2Cc2cccs2)cc1 | -4 | -3% | -18%
CCc1nc2ccc(C(=O)N3CCN(S(=O)(=O)CC)CC3)cn2c1N(CC)CCN(C)C | -4 | -2% | 0%
CC(C)C(N)c1csc(NC(=O)Nc2cccc(Cl)c2)n1 (stereo not drawn) | -7 | -4% | -13%
O=C(O)c1c2c(nc3ccccc13)CCCC2 | -1 | -3% | -2%
COc1ccccc1-c1csc(C(O)c2ccc(F)cc2)n1 (stereo not drawn) | -1 | 3% | -3%
COc1ccc(C(=O)N2CCCC(c3cc(C(=O)NCc4ccc(F)cc4)no3)C2)cc1 (stereo not drawn) | 0 | 2% | -2%
Cc1ccc(S(=O)(=O)N2CCN(c3nc(-n4cnc5ccccc54)nc4ccccc34)CC2)cc1 | 0 | -3% | 1%
Nc1nc2c(nc(N3CCOCC3)n2COCCO)c(=O)[nH]1 | 0 | -2% | 4%
O=C(CN1C(=O)c2ccccc2S1(=O)=O)Nc1cc(S(=O)(=O)N2CCOCC2)ccc1N1CCOCC1 | -3 | -4% | 0%
CCOC(=O)C1(C)CCN1C(=O)CSc1ccccc1 (stereo not drawn) | -7 | 0% | -4%
CCc1ccc(NC(=O)CSc2nnc(-c3ccccc3)n2CC)cc1 | -4 | -4% | 0%
CCCS(=O)(=O)NC(=O)C1(C)CCN(C(=O)c2cccnc2Oc2ccccc2)C1 (stereo not drawn) | -3 | -2% | -1%
COc1cccc(C(C)(O)c2nc(-c3cccc4cccnc34)cs2)c1 (stereo not drawn) | -3 | 5% | -29%
COc1ccccc1Cc1c(-c2ccc(F)cc2)nc2ccc(Cl)cn12 | 0 | 3% | -8%
COc1ccc(CC(N)c2csc(NC(=O)c3ccccc3OC)n2)cc1 (stereo not drawn) | -8 | -1% | -16%
CC(O)(c1ccc(F)c(F)c1)c1nc(-c2cccc3cccnc23)cs1 (stereo not drawn) | -1 | -1% | -7%
O=C(c1ccccc1)C(I)(I)N1CCOCC1 | -3 | -2% | 0%
CC1(C(=O)NS(=O)(=O)c2ccccc2)CCN1C(=O)c1ccccc1CCc1ccccc1 (stereo not drawn) | -11 | -2% | -3%
CCc1nc2c(OCc3ccccc3OC)cccn2c1N(C)C(=O)C(C)C | 1 | 0% | -4%

Filtered by structure: the compounds so far containing an aryl methoxy group (six)
SMILES | LDHA block | GRP78 ERSR act | Vif-APOBEC3G blk
COc1ccccc1-c1csc(C(O)c2ccc(F)cc2)n1 (stereo not drawn) | -1 | 3% | -3%
COc1ccc(C(=O)N2CCCC(c3cc(C(=O)NCc4ccc(F)cc4)no3)C2)cc1 (stereo not drawn) | 0 | 2% | -2%
COc1cccc(C(C)(O)c2nc(-c3cccc4cccnc34)cs2)c1 (stereo not drawn) | -3 | 5% | -29%
COc1ccccc1Cc1c(-c2ccc(F)cc2)nc2ccc(Cl)cn12 | 0 | 3% | -8%
COc1ccc(CC(N)c2csc(NC(=O)c3ccccc3OC)n2)cc1 (stereo not drawn) | -8 | -1% | -16%
CCc1nc2c(OCc3ccccc3OC)cccn2c1N(C)C(=O)C(C)C | 1 | 0% | -4%

The list continues:
SMILES | LDHA block | GRP78 ERSR act | Vif-APOBEC3G blk
CCCCS(=O)(=O)NC(=O)C1(C)CCN1C(=O)C/C=C/c1ccccc1 (stereo not drawn) | -3 | -3% | -3%
CS(=O)(=O)Nc1cccc(-c2ccc3nncn3c2)c1 | -2 | 0% | -1%
CCCS(=O)(=O)NC(=O)C1(C)CCCN(C(=O)c2ccccc2OC(F)(F)F)C1 (stereo not drawn) | -4 | -2% | 0%
Cc1cccc(S(=O)(=O)NC(=O)C2(C)CCN2C(=O)C2(c3ccc(Cl)cc3)CC2)c1 (stereo not drawn) | 1 | -2% | 0%
CCc1nc2c(OCCC3CCCCC3)cccn2c1N(C)C(=O)C(C)C | -11 | 4% | -1%
CS(=O)(=O)c1ccc(-c2cc(NC=O)c3ncc(-c4ccc(F)cc4)n3c2)cc1 | -5 | 2% | -15%
CN(C)CCCNc1nc2cc(-c3cccc(C(F)(F)F)c3)sc2c(=O)n1C | 0 | -10% | -28%
O=C(NCCc1ccccc1)C1Cc2c(-c3ccc4c(c3)OCO4)ccnc2O1 (stereo not drawn) | -2 | 1% | ?
OC[C@@H]1CN(Cc2cccc(C(F)(F)F)c2)C[C@H](n2cnc3c(NCc4ccc(F)cc4)ncnc32)O1 | -7 | 3% | -1%
CN(C)c1cccc(CNC(=O)c2csc([C@@H]3O[C@H](CO)[C@H](O)[C@H](O)[C@H]3O)n2)c1 | 3 | -3% | -4%
COC(=O)c1ccc(COc2cccn3c(N(C)C(=O)CCC4CCCC4)c(C)nc23)cc1 | 1 | -6% | -11%
OC(c1cc(Cl)cc(Cl)c1)c1ncc(-c2ccccc2F)[nH]1 (stereo not drawn) | -6 | 1% | -10%
COc1cc(NC(=O)N2CCc3nc(NCc4cccc(Oc5ccccc5)c4)ncc3C2)cc(OC)c1OC | 5 | -4% | -10%
CC(=O)N(O)c1ccc(C=Cc2ccccc2)cc1 | 6 | -3% | -4%
COc1ccc(C(=O)Nc2ncnc3nc[nH]c23)cc1 | -8 | 1% | 0%
CC(=O)OC[C@@H]1CN(Cc2ccccc2)C[C@H](n2cnc3c(N4CCOCC4)ncnc32)O1 | -11 | -1% | 1%
O=C1c2cc(S(=O)(=O)N3CCOCC3)ccc2-c2ccc(S(=O)(=O)N3CCOCC3)cc21 | -3 | -1% | 1%
C=C1C(=O)[C@]23C[C@H]1CCC2[C@@]1(C)C(C[C@@H]3O)[C@](C)(C(=O)O)CC[C@@H]1O (stereo partly drawn) | -7 | -12% | ?
CC(=O)Nc1cccc(-c2ccnc3c2CC(C)(C(=O)NCC2CC2)O3)c1 (stereo not drawn) | -9 | -3% | ?
CCCc1cnc(Nc2nc(C(N)Cc3ccc(OC)cc3)cs2)nc1 (stereo not drawn) | -5 | -7% | -11%
O=C(NCc1cccnc1)c1ccc2sc([C@H]3C[C@H](O)[C@@H](CO)O3)nc2c1 | -7 | -4% | -4%
CC1(C(=O)NS(=O)(=O)c2ccccc2Cl)CCN1C(=O)CCc1cccs1 (stereo not drawn) | -3 | -2% | 0%
CC1(C(=O)Nc2cnc3ccccc3c2)CCN1Cc1ccccc1Cl (stereo not drawn) | 6 | -4% | -11%
COc1ccc(Nc2nc(NC(C)C)nc3ccsc23)cc1OC | 2 | -2% | -28%
Cc1cccc(C)c1-n1nnnc1C(CCc1ccccc1)N1CCN(C/C=C/c2ccccc2)CC1 (stereo not drawn) | -6 | -4% | 2%
CCN(CCC(=O)O)c1ccc(/C=C/c2ccnc3ccccc23)cc1 | -13 | 2% | ?
CC(=O)Nc1ccc(CN2C(=O)C(C)(C)ON=C2c2ccc(NC(C)=O)cc2)cc1 | -16 | -1% | 1%
CCC(CC)C(=O)N(C)c1c(C)nc2c(OCC(=O)C(C)(C)C)cccn12 | -14 | 0% | 2%
CN(C)c1ccc(/C=C/c2ccc3cc(N)ccc3n2)cc1 | 0 | -10% | -25%
CCOC(=O)C(c1nc2ccccc2[nH]1)n1c(-c2ccccn2)nc2ccccc21 (stereo not drawn) | -5 | 4% | 0%
O=C(Nc1c(Cl)cc([N+](=O)[O-])cc1Cl)c1cc(Cl)cc(Cl)c1O | -2 | 15% | -22%
Cc1cccc(C)c1NC(=O)C1(C)CCC(=O)N1c1cc(C(C)(C)C)nn1C (stereo not drawn) | -4 | -3% | -3%
COc1ccc(OC)c(CNC(=O)c2[nH]c(C(F)(F)F)nc2-c2ccccc2)c1 | -6 | -4% | -1%
Cn1c(Oc2cccnc2CN2CCCC2)nc2cc(-c3cccc(C(F)(F)F)c3)sc2c1=O | 3 | 1% | -1%
Cn1c(=O)c2cc(NC(=O)CCc3ccccc3)ccc2n1-c1ccccc1F | -13 | -3% | ?
NC(Cc1ccc(C(F)(F)F)cc1)c1csc(Nc2ccc(C(=O)NCc3ccco3)cn2)n1 (stereo not drawn) | -6 | -12% | -14%
O=C(Nc1ccc(F)c(Cl)c1)c1cc(C2CCCN(C(=O)CCc3ccccc3)C2)on1 (stereo not drawn) | -2 | 2% | 0%
COCCN1C(=O)CCC1(C)C(=O)NC(C)(C)C (stereo not drawn) | 1 | -3% | -2%
COc1ccc(-n2nnnc2C(c2ccccc2)N2CCN(C/C=C/c3ccccc3)CC2)cc1 (stereo not drawn) | 0 | -3% | -1%
Cc1ccccc1-c1nc(NC(C)C)nc2cc(-c3ccccc3)sc12 | -8 | 0% | -7%
O=C(NCc1ccc(F)c(F)c1)C1Cc2c(-c3ccc4c(c3)OCO4)ccnc2O1 (stereo not drawn) | -5 | -3% | ?
O=C1NCCc2onc(-c3ccc(Br)cc3)c21 | -6 | -1% | 1%
N#Cc1ccccc1S(=O)(=O)NC(=O)[C@H]1O[C@@H](n2cnc3c(N)ncnc32)[C@H](O)[C@@H]1O | -12 | -2% | 0%
CC(=O)NC(C)(c1ccccc1)c1nc(-c2ccc(S(C)(=O)=O)cc2)cs1 (stereo not drawn) | -14 | -2% | 0%
COc1ccc(-c2[nH][nH]c(=O)c2NC(=O)c2ccccc2Br)cc1 | -2 | 3% | 0%
COCCNc1nc(Oc2ccc(CC(=O)OC)cc2)c2sc(-c3ccccc3)cc2n1 | -2 | 0% | -4%
COc1ccc2[nH]c(C)c(C(=O)CN(C)CC(OC)OC)c2c1 | 11 | -5% | -2%
Cc1c(P(=O)(c2ccccc2)c2ccccc2)c2ccccc2n1C | 4&24 | -1% | -3%
CC(C)Oc1ccc(F)cc1-c1cc(C(=O)NCc2ccc(C(F)(F)F)cc2)[nH]n1 | -11 | -5% | 2%
CC(=O)Nc1ccc(-c2ccnc3c2CC(C(=O)NCC2CCOCC2)O3)cc1 (stereo not drawn) | -1 | -2% | ?
Following part:
SMILES | LDHA block | GRP78 ERSR act | Vif-APOBEC3G blk
COCCN1C[C@@H](CO)O[C@@H](n2cnc3c(NCc4ccc(F)cc4)ncnc32)C1 | -2 | -2% | -1%
Cc1ccc(-c2nnc3ccc(SCC(=O)c4ccccc4)nn23)cc1 | -6 | -1% | 6%
c1ccc(-c2cc3nc(NCC4CC4)nc(NCC4CCCCC4)c3s2)cc1 | -7 | -14% | -17%
COc1cccc(CNc2nc3cc(-c4ccsc4)sc3c(=O)n2C)c1OC | 3 | -1% | -6%
CCOC1=C2[C@@H](CN(S(=O)(=O)c3ccc(C)cc3)[C@H]2c2ccccc2)[C@H]2C(=O)N(Cc3ccccc3)C(=O)[C@H]2C1 | -2 | -2% | 0%
CC1(C(=O)NCc2ccc3c(c2)OCO3)CCN1CCc1ccccc1 (stereo not drawn) | -3 | -1% | -2%
COc1cc(C(=O)N2CCCCC2c2cc(C(=O)Nc3ccccc3)no2)cc(OC)c1C (stereo not drawn) | -2 | -1% | -3%
CCC(=O)N1CCCC1(C)C(=O)Nc1ccc2nc(C)ccc2c1 (stereo not drawn) | -5 | -3% | 1%
COc1cccc(C(C)(O)c2nc(-c3ccccc3)cs2)c1 (stereo not drawn) | 1 | 6% | 0%
COc1ccc(Cc2c(-c3ccc(C)cc3)nc3c(C)cc(Br)cn23)c(C)c1 | -1 | -2% | -13%
C/C=C/c1cccc(-c2nc(C(=O)NC3CCC3)cc3c2[C@@H](CCO)N(S(=O)C(C)(C)C)C3)c1 (stereo partly drawn) | 3 | 2% | -22%
Cc1ccc(Cc2c(-c3ccc(Cl)cc3)nc3c(C)cc(Br)cn23)cc1 | -6 | 0% | -28%
COc1cc(CN2C(=O)C(C)ON=C2c2ncccc2C)cc(OC)c1 (stereo not drawn) | 2 | -3% | 2%
CC(C)C[C@H]1CNC(=S)N1CC1CCCN1C[C@H](Cc1ccccc1)N1C[C@H](Cc2ccccc2)N(CC2CCCCC2)C1=S (stereo partly drawn) | -11 | 0% | -1%
CCCNC(=O)C1(C)CCCN(C(=O)c2ccc(C)c(F)c2)C1 (stereo not drawn) | 1 | -3% | 0%
CC(C)C[C@H]1CNC(=S)N1C[C@H]1CCCN1C[C@H](Cc1ccc(O)cc1)N1C[C@H](Cc2ccccc2)N(CC2CCCCCC2)C1=S | -18 | -1% | -2%
CCOC(=O)C1(C)CCN1C(=O)Cc1ccc(OC)cc1 (stereo not drawn) | -4 | 0% | -4%
Cc1cc(SCC(=O)c2ccc(Br)cc2)cc(C)[o+]1 | 0 | -3% | -1%

Shown with values under each structure: two of the compounds above
Order of values: LDHA block, GRP78 ERSR act, Vif-APOBEC3G blk
OC(c1cc(Cl)cc(Cl)c1)c1ncc(-c2ccccc2F)[nH]1 (stereo not drawn)
→ -6, 1%, -10%
COc1cc(NC(=O)N2CCc3nc(NCc4cccc(Oc5ccccc5)c4)ncc3C2)cc(OC)c1OC
→ 5, -4%, -10%

This is a subset; count on the stated rates, not on these rows.
